GoLoco inh red: qHTS Assay for Inhibitors of RGS12 GoLoco Motif Activity (Red Fluorophore); Gai1:RGS12 GoLoco peptide FP, rhodamine, 10 min; Potency, µM (doses to about 61.6 µM), inactives show at the highest dose activity, negative = inhibition, usual class: inhibitors; actives 0.44% (n = 230,000); Guanine nucleotide-binding protein G(i) subunit alpha-1 (Homo sapiens), P63096; active = well fitted inhibition curve with a large enough effect, not every such curve was filed as active; inactive = no such curve, though single readings can be large or run the other way; note: % is set by controls: 0 for no effect and ±100 for the full control effect; nearly all actives have a fitted effect of over 30% in size; many of its hits are not listed in these tables
Target sequence (P63096 whole entry, looked up): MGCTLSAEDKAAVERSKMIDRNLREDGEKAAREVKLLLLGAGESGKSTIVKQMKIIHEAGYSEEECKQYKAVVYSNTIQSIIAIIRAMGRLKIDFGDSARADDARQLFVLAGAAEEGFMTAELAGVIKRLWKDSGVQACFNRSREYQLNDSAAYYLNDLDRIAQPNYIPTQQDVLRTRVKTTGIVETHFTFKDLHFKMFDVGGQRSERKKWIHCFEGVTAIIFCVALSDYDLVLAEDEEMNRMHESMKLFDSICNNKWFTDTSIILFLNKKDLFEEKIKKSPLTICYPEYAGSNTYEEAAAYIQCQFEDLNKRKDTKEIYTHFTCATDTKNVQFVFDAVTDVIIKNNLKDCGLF
NPSR antag: qHTS Assay for Antagonists of the Neuropeptide S Receptor: cAMP Signal Transduction; CHO-NPSR cells, cAMP TR-FRET, antagonist mode; Potency, µM (top dose mostly 38.3 µM), inactives show at the highest dose activity change, negative = inhibition, most hits filed as inhibitors; actives 1% (n = 220,000); note: % is set by controls: 0 for no effect and ±100 for the full control effect; nearly all actives have a fitted effect of over 50% in size; many of its hits are not listed in these tables
Target sequence (Q6W5P4 whole entry, looked up): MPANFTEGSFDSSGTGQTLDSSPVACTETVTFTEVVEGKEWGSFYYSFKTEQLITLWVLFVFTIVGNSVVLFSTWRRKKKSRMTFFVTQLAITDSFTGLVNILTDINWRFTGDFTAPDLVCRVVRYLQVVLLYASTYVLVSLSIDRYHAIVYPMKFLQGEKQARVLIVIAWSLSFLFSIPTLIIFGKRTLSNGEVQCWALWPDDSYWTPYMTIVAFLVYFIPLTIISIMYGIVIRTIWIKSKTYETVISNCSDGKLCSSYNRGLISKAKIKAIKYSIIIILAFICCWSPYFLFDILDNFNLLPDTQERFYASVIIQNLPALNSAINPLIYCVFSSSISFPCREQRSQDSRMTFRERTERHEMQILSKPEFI
RECQ1 inh: qHTS Assay for Inhibitors of RecQ-Like Dna Helicase 1 (RECQ1) | ATP-dependent DNA helicase Q1 (Homo sapiens), P46063 | RECQ1 DNA unwinding, red fluorescence kinetic read | Potency, µM (series often up to 57.3 µM), without a hit: at the highest dose activity, negative = inhibition, usual class: inhibitors | actives 0.54% (n = 240,000);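 note: plate controls were vehicle for no effect and no enzyme for full effect; nearly all actives have a fitted effect of over 30% in size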
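50 nM RECQ1T1 preincubated 15 min with compound in Tris pH 8.0 buffer with MgCl2, DTT, Tween-20 and 2.5 ug/ml poly(dI-dC); started with 200 nM TAMRA/BHQ-2 forked duplex and 2 mM ATP. Unwinding read as fluorescence (525/598 nm), two reads 2 h apart.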
SMN2 splice enh: qHTS Assay for Enhancers of SMN2 Splice Variant Expression | Potency, µM (doses to about 46.1 µM), for the others: at the top dose activity change, positive = activation, hits mostly activators | AID 1458, 2008 | actives 2.8% (n = 210,000) | HEK293 SMN2-luciferase splicing reporter, luminescence, 30-36 h; note: % of control where 0% means no effect; nearly all actives have a fitted effect of over 55% in size
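qHTS luciferase splicing reporter: luminescence rises when SMN2 exon 7 is included in transfected HEK293 cells. Compound exposure lasted 30-36 h at 37C, with 4.5 mM final sodium butyrate as control, followed by a ONE-Glo read.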
IMPase Li cell: qHTS Assay for Identifying the Cell-Membrane Permeable IMPase Inhibitors: Potentiation with Lithium; CHO-M1 cells, IP1 TR-FRET (IP-One), carbachol + lithium; Potency, µM (highest dose often 59.4 µM), for the others: at the top dose activity, negative = IMPase inhibition, hits mostly inhibitors; actives 0.35% (n = 210,000); AID 1457, 2008;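 note: IP1 builds up when IMPase is blocked and the TR-FRET signal falls; plate controls were basal vehicle for no effect and high inhibitor control for full effect; nearly all actives have a fitted effect of over 50% in size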
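Lithium-sensitised IP1 accumulation assay; M1-expressing CHO cells treated 30 min at 37C with compound. Competitive antibody detection by time-resolved FRET followed a 10 min room-temperature lysis step.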
Epigenetic derep: Quantitative High-Throughput Screen for Regulators of Epigenetic Control; murine LDR cells, GFP reporter derepression, 30 h; Potency, µM (highest dose often 53.9 µM), for the others: at the top dose GFP activation, most hits filed as activators; actives 0.2% (n = 280,000); note: % of control where 0% means no effect; nearly all actives have a fitted effect of over 60% in size
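Reporter derepression read as number of fluorescent GFP-positive objects, 20-120 um in size, counted by laser-scanning cytometer. Mouse LDR line with an epigenetically silenced CMV-GFP locus; compound incubation 30 h, 37 C.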
KDM4E inh: qHTS Assay for Inhibitors of Human Jumonji Domain Containing 2E (JMJD2E); Lysine-specific demethylase 4E (Homo sapiens), B2RXH2; JMJD2E catalytic domain, FDH-coupled NADH fluorescence (FDH is formaldehyde dehydrogenase); Potency, µM (titrated, usually from 57.1 µM), inactives show at the highest dose activity change, negative = inhibition, actives largely listed as inhibitors; actives 1.6% (n = 230,000); AID 2147, 2009; active = well fitted inhibition curve with a large enough effect, not every such curve was filed as active; inconclusive = small, poorly fitted or top-dose-only effect, or another doubt; inactive = no such curve, though single readings can be large or run the other way;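 note: 0% = wells with enzyme and -100% = buffer wells without enzyme; nearly all actives have a fitted effect of over 50% in size; many of its hits are not listed in these tables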
Target sequence (B2RXH2 1-337 limits assumed): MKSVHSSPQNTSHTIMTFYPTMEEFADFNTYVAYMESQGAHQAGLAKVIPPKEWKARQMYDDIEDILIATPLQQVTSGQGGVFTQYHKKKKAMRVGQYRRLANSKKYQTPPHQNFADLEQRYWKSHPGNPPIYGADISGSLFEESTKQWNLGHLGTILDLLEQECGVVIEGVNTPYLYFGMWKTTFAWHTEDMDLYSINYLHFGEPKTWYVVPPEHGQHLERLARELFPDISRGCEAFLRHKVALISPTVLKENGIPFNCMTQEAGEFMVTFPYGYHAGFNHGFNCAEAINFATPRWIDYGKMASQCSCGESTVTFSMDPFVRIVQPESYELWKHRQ
Luc counter: Counterscreen for Luciferase (Kinase-Glo TM) Inhibition; Luciferin 4-monooxygenase (Photuris pensylvanica), Q27757; Kinase-Glo luciferase, ATP luminescence, 8 min; Potency, µM (top dose mostly 38.3 µM), for the others: at the top dose activity change, negative = inhibition, hits mostly inhibitors; actives 0.28% (n = 200,000); AID 1379, 2008; note: % is set by controls: 0 for no effect and ±100 for the full control effect; nearly all actives have a fitted effect of over 60% in size
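Substrate mix (final 50 mM imidazole pH 7.2, 50 mM KCl, 7 mM MgCl2, 10 uM ATP, 0.01% Tween 20, 0.05% BSA) plus pin-tool compound, then Kinase-Glo detection mix; 8 min ambient, luminescence read.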
Starred values were filed as active, the others as inactive; i = inactive; ? = inconclusive; . = no result given; & = joins results of further samples; [ ] = another dose, or the depositor's remark. Unless noted, calls come from the whole dose curve; as a rule, active = well fitted curve in the direction sought with a large enough effect; inconclusive = small, poorly fitted or top-dose-only effect, or another doubt; inactive = no such curve, though single readings can be large; an effect the other way counts as inactive or inconclusive. Potency is the fitted concentration of half-maximal effect.

SMILES	GoLoco inh red	NPSR antag	RECQ1 inh	SMN2 splice enh	IMPase Li cell	Epigenetic derep	KDM4E inh	Luc counter
O=C(Nc1ccccc1C(F)(F)F)N1CCCC(O)C1 (stereo not given)	-4%	8%[46.1 µM]	0%	-13%	-15%[38.3 µM]	0.0%	10%	-2%
Cc1ccccc1Nc1nnc(SCC(=O)c2c(N)n(C)c(=O)n(C)c2=O)s1	1%	-14%	5%	-7%	1%	-4.2%	9%	0%
Cc1ccc(NC(=O)C(=O)NCCc2c[nH]c3ccccc23)c(C)c1	2%	14%	7%	-29%	-4%	1.6%	12%	1%
CC12CCC(C(=O)N3CCCc4ccccc43)(CC1=O)C2(C)C (stereo not given)	3%	-13%[46.1 µM]	i	-11%	-7%[38.3 µM]	0.0%	12%	-6%
COc1ccc2c(COC(=O)c3n[nH]c4ccccc34)cc(=O)oc2c1	18%	?	-4%	20µM*	-16%[38.3 µM]	3.8%	?	-6%
CN(NC(=O)c1ccco1)c1nc2ccccc2nc1C(F)(F)F	5%	-13%	-4%	-4%	0%	0.9%	-13%	1%
Cc1ccc(C)n1-c1ccncc1	.	4%[46.1 µM]	-4%	.	.	-5.7%	-2%	.
CSc1nsc(SCC(=O)Nc2ccccn2)n1	4%	2%[46.1 µM]	0%	5%	28%[38.3 µM]	1.6%	-11%	3%
CCc1nnc(N/N=C/c2cccs2)n1N	5%	-12%	3%	0%	3%	0.9%	?	0%
CCOC(=O)c1c(C)nc2c(c1-c1ccccc1)C(=O)CCC2	11%	-5%[46.1 µM]	-4%	-8%	-4%[38.3 µM]	0.8%	2%	0%
O=C1C(O)=C(O)C(=O)C(O)=C1O	25µM*	.	-17%	7%	0%&8%	1.3%	13µM*	-9%
CCOC(=O)CSc1nnc(CNC(=O)c2cccc(C)c2)n1-c1ccccc1OC	-6%	-2%[46.1 µM]	-2%	-4%	0%[38.3 µM]	-1.1%	-1%	-3%
CCOC(=O)c1c(NC(=O)c2cc(C)on2)c2cc([N+](=O)[O-])ccc2n1C	0%	6%	i	.	.	6.5%	2%	.
CCOC(=O)C1CCCN(C(=O)Cn2sc3nc(C)cc(C)c3c2=O)C1 (stereo not given)	18µM*	?	-2%	1%	29%[38.3 µM]	2.9%	?	?
CCn1c(CNC(=O)COc2ccc(C(C)C)cc2)nnc1SCC(=O)Nc1ccccc1C(C)C	4%	-8%[46.1 µM]	-9%	-42%[inhibitor]	23%[38.3 µM]	-0.5%	-2%	-5%
COc1ccc(Cn2cc(C(=O)c3ccccc3)c(=O)c3cc(OC)ccc32)cc1	-5%	-23%	0%	-12%	15%	3.2%	-10%	9%
O=c1oc2ccccc2c2c1nc(C(F)(F)F)n2-c1ccccc1	-6%	0%[46.1 µM]	18%	-15%	24%[38.3 µM]	1.6%	-3%	-1%
Cc1ccc(S(=O)(=O)N2CCN(C(=O)CCC(=O)NC3CCCc4ccccc43)CC2)cc1 (stereo not given)	-4%	-17%[46.1 µM]	-9%	-9%	3%[38.3 µM]	-1.0%	5%	-1%
Cc1cc(C)n2nc(C(=O)N/N=C/c3cccc(Cl)c3)nc2n1	10%	9%	1%	.	.	-0.9%	4%	.
C=CCn1c(N2C(=O)CC(Cc3ccccc3)C2=O)nc2ccccc21 (stereo not given)	0%	-25%[46.1 µM]	-1%	-9%	6%	-1.0%	-1%	8%
Cc1nc2sc(C(c3ccccc3)N3CC(C)OC(C)C3)c(O)n2n1 (stereo not given)	9%	-6%[46.1 µM]	-1%	0%	-13%[38.3 µM]	-1.1%	2%	-7%
COc1ccc(OC)c(NC(=O)CSc2nnc(-c3ccco3)n2-c2ccccc2)c1	13%	-27%[46.1 µM]	?	-3%	24%[38.3 µM]	-1.1%	-1%	3%
O=C(c1cnn2c(C(F)(F)F)cc(-c3ccco3)nc12)N1CCc2ccccc2C1	4%	-28%[46.1 µM]	-9%	13%	5%[38.3 µM]	-3.2%	?	1%
CC(C)N1CCN(Cc2ccc(Oc3ncccn3)cc2)CC1CCO (stereo not given)	20%	-9%	i	5%	6%	2.3%	2%	-1%
O=C(CNC(=O)c1cnccn1)Nc1ccc(F)c(F)c1F	8%	-10%[46.1 µM]	i	-4%	0%[38.3 µM]	0.2%	4%	11%

Some of these compounds in order of formula weight, smallest number first:
SMILES	GoLoco inh red	NPSR antag	RECQ1 inh	SMN2 splice enh	IMPase Li cell	Epigenetic derep	KDM4E inh	Luc counter
CCc1nnc(N/N=C/c2cccs2)n1N	5%	-12%	3%	0%	3%	0.9%	?	0%
CC(C)N1CCN(Cc2ccc(Oc3ncccn3)cc2)CC1CCO (stereo not given)	20%	-9%	i	5%	6%	2.3%	2%	-1%
Cc1ccc(S(=O)(=O)N2CCN(C(=O)CCC(=O)NC3CCCc4ccccc43)CC2)cc1 (stereo not given)	-4%	-17%[46.1 µM]	-9%	-9%	3%[38.3 µM]	-1.0%	5%	-1%

Additional entries:
SMILES	GoLoco inh red	NPSR antag	RECQ1 inh	SMN2 splice enh	IMPase Li cell	Epigenetic derep	KDM4E inh	Luc counter
COC(=O)c1nn(-c2cccc(C(F)(F)F)c2)c(=O)cc1Sc1ccccn1	5%	-6%[46.1 µM]	-11%	20%	2%[38.3 µM]	0.0%	0%	-3%
Cc1ccc(-c2csc3ncn(/N=C/N(C)C)c(=O)c23)o1	8%	0%[46.1 µM]	i	-6%	1%[38.3 µM]	1.0%	-6%	-5%
Clc1ccc(Oc2cnns2)c(Cl)c1	12%	-3%[46.1 µM]	-2%	-14%	41%[activator][38.3 µM]	0.0%	-8%	-3%
O=[N+]([O-])c1cc2c(cc1/C=N\NS(=O)(=O)c1ccccc1)OCO2	5%	2%[46.1 µM]	-8%	6%	18%	-1.1%	23%	6%
Cn1c(=O)c2c(=O)cc(NNC(=O)CC#N)[nH]c2n(C)c1=O	7%	4%	-10%	-21%	6%	0.0%	?	0%
Cc1cccc(CSc2nc3sc(C)c(C)c3c(=O)n2Cc2ccco2)c1	6%	?	-6%	-20%	29%[38.3 µM]	-0.2%	-2%	-5%
C=CCN1C(=O)/C(=C/c2ccsc2)SC1=S	2%	29%	-3%	-67%[inhibitor]	9%	2.4%	4%	9%
COc1ccc(C(CC(=O)O)NC(=O)COc2ccc(C)cc2)cc1OC (stereo not given)	0%	2%	-1%	3%	2%	1.0%	10%	5%
O=C(c1ccc2c(c1)OCO2)N1CCCc2ccccc21	.	-4%[46.1 µM]	i	.	.	-5.4%	-1%	.
CCOC(=O)CSc1nnc(Cn2c(=O)sc3ccccc32)n1C	6%	18%	-4%	-3%	5%	-1.0%	0%	0%
CC(NC(=O)Nc1ccc2c(c1)OCO2)c1ccncc1 (stereo not given)	12%	5%	i	-12%	6%	-0.3%	1%	2%
CN(C)S(=O)(=O)c1ccc(NC(=O)N2CCN(c3ccccc3)CC2)cc1	-7%	13%[46.1 µM]	-15%	-2%	-2%[38.3 µM]	0.0%	-6%	-3%
COc1ccc(C(N)=S)cc1	4%	15%	-1%	0%	-5%	0.0%	3%	-4%
COC(=O)c1c(C)c[nH]c1C	11%	-8%	-16%	.	13%	-2.3%	-12%	.
S=c1[nH]nc(-c2ccco2)n1/N=C/c1ccccc1	-7%	-2%	2%	.	.	0.1%	-17%	.
COc1ccc(CCNC(=O)CSc2nnc(C(C)N(C)C)n2Cc2ccccc2)cc1OC (stereo not given)	8%	-2%	-8%	16%	-3%	-1.4%	2%	1%
Cc1ccc(N/N=C/c2cccnc2)cc1	-12%	4%	8%	?	5%	-3.0%	2%	-3%
CCc1ccc(NC(=S)Nc2cc(OC)c(NC(=O)C(C)C)cc2OC)cc1	28%	10%	i	.	14%	-0.3%	-11%	-1%
CCOC(=O)C1(Cc2ccccc2C)CCCN(C(=O)CCn2nccc2C)C1 (stereo not given)	17%	9%	7%	.	-8%	-0.1%	-7%	-1%
C=C1C(=O)OC2C1CC/C(C)=C/CCC1(C)OC21 (stereo not given)	-2%	.	i	-13%	3%	?	-22%	1%
CC(C)(C)c1ccc(/C=N/NC(=O)Cc2c[nH]c3ccccc23)cc1	6%	?	-9%	.	28%[38.3 µM]	5.7%	-3%	-4%
COc1cccc(NC(=O)Cn2c(=O)n(CC3CCCO3)c(=O)c3ccccc32)c1 (stereo not given)	6%	0%[46.1 µM]	i	24%	14%[38.3 µM]	-1.0%	-7%	19%
CCN(CC)S(=O)(=O)c1cc(NC(=O)C(=O)c2c(-c3ccccc3)cc3ccccn23)ccc1C	24%	-22%[46.1 µM]	-1%	-61%[inhibitor]	-6%[38.3 µM]	-0.7%	4%	-1%
O=S(=O)(NCC(Nc1ccc(Cl)cc1)c1ccccc1)c1ccc(Cl)cc1 (stereo not given)	13%	-45%	-16%	?	8%	8.0%	2%	-2%
CNc1nc(C)c(C(C)=O)cc1C#N	4%	-11%[46.1 µM]	-21%	-1%	14%[38.3 µM]	2.2%	-18%	2%

Following part.
SMILES	GoLoco inh red	NPSR antag	RECQ1 inh	SMN2 splice enh	IMPase Li cell	Epigenetic derep	KDM4E inh	Luc counter
O=C(Nc1ccc(Cl)c(Cl)c1)c1csc(-c2ccccc2)n1	-3%	-27%[46.1 µM]	-11%	11%	12%	-0.9%	4%	2%
COc1ccccc1-c1cc(C(F)(F)F)nc(NCc2cccs2)n1	-2%	-33%	-7%	-17%	9%	0.1%	?	1%
CCCCOc1ccc(/C=N/NC(=S)Nc2cccc(C)c2C)cc1	11%	-28%[46.1 µM]	-12%	?	38%[38.3 µM]	-1.5%	-11%	-5%
Cc1cc(=O)[nH]c(SCC(=O)OCc2ccccc2)c1C#N	4%	-1%	-7%	.	1%	4.4%	-7%	-3%
CCc1oc(C(=O)O)cc1COC	-4%	-22%[46.1 µM]	-13%	-9%	-1%[38.3 µM]	-2.9%	-28%	8%
O=C(c1cccc(C(F)(F)F)c1)N1CCC(O)(CS(=O)(=O)Cc2ccc(Cl)cc2)CC1	2%	11%[46.1 µM]	0%	-55%[inhibitor]	-7%	-2.1%	3%	5%

Not all compounds are listed; rates above refer to the full screens.
